Compound activity from PubChem BioAssay.
CaV13 ICDI inh – Disruptors of the CACNA1D IQ motif to Ca2+-dependent inactivation inhibitor domain association, primary screening, Förster resonance energy transfer in intact living …; AID 743397; HEK cells, CFP/YFP FRET ICDI-IQ, plate reader, 10 min; percent FRET-ratio fall versus neutral wells; actives 0.098% (n = 340,000); inhibition, % at 12.3 µM;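 active means mean replicate inhibition of at least 30% and at least 1% of replicates passing that level; inconclusive means only one of the two criteria is met; inactive means neither criterion is met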;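 further: 0% = median of the neutral control wells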
NR2E3 ag-1 – NR2E3 (human) agonism; actives 0.12% (n = 320,000); GST-NR2E3/biotin-RetCOR TR-FRET, 1536-well; inhibition of corepressor binding, % at 4.78 µM; AID 2300;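 active means percent inhibition above the cutoff of mean plus 3 SD of all tested compounds, set per screening campaign, cut at about 20% in these data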;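 further: 0% = DMSO wells and 100% = biotin wells as full block of FRET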
Target sequence (Q9Y5X4 whole entry, looked up): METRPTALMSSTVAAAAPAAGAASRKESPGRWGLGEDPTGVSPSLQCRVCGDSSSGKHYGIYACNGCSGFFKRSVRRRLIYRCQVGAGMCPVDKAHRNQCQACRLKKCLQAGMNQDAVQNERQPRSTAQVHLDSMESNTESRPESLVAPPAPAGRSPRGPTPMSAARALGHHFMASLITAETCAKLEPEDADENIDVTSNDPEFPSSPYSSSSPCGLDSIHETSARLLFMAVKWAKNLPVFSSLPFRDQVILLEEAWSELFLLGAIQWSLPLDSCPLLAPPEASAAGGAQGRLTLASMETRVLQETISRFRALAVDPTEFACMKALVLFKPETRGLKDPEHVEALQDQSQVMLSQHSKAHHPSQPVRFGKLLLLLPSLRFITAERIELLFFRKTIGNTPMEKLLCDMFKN
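System: GST-tagged NR2E3 plus biotinylated RetCOR corepressor; Buffer or medium: pH 7.5 Tris-based buffer; Probe or stimulus: RetCOR corepressor, biotinylated, 7 nM; Doses: compound at 4.8 µM, single dose; Schedule: 5 h incubation at 4 °C; Technique: time-resolved FRET; Evaluation: percent inhibition of TR-FRET ratio; Replication: one well per compound, singlicate testing.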
aDG glyco act – increases alpha dystroglycan glycosylation. Pro5-aDG cells, alpha-DG glycosylation AlphaScreen (IIH6); 0% Pro5, 100% B10-LARGE cell signal. activation, % at 10 µM. actives 0.22% (n = 360,000). AID 624168;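 active means activation of at least 8% versus controls, or a plate z-score of at least 8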;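 further: Pro5 are CHO cells carrying HIG-tagged alpha-DG that lacks glycosylation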
TRPM1 prom inh – MITF TRPM1 promoter inhibition in SK-MEL-5 cells; actives 0.83% (n = 330,000); SK-MEL-5 TRPM1 promoter luciferase, 24 h; inhibition, % at 12.5 µM;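 active means mean inhibition across replicates of 60% or more, whatever share of single replicates reaches that level; inconclusive means some that reach 60%, reason not given; inactive means mean inhibition across replicates below 60%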; further: values of inactives mirror those of a sister screen read the other way
NR2E3 ag-2 – agonists of human NR2E3 nuclear receptor; Q9Y5X4; inhibition of corepressor binding, % at 3.98 µM; actives 0.35% (n = 360,000); AID 602229; CHO-S Gal4-NCOR/VP16-NR2E3 two-hybrid, luciferase;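 active means inhibition above the mean of all tested compounds plus 3 SD, cut at about 70% in these data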;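 further: 0% = DMSO with NR2E3 transfected cells and 100% = cells lacking NR2E3 construct; higher means lower luciferase signal from less NR2E3 corepressor binding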
PDI turbidity – inhibitors of human protein disulfide isomerase; P07237; PDI insulin aggregation turbidity, A650, 90 min; inhibition, % at 10 µM; actives 0.052% (n = 350,000);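 active means mean inhibition across replicates of 30% or more, whatever share of single replicates reach that level; inconclusive means mean inhibition below 30% while every single replicate reaches 30%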;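 further: absorbance from insulin aggregation driven by PDI reduction with DTT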
Target sequence (P07237 whole entry, looked up): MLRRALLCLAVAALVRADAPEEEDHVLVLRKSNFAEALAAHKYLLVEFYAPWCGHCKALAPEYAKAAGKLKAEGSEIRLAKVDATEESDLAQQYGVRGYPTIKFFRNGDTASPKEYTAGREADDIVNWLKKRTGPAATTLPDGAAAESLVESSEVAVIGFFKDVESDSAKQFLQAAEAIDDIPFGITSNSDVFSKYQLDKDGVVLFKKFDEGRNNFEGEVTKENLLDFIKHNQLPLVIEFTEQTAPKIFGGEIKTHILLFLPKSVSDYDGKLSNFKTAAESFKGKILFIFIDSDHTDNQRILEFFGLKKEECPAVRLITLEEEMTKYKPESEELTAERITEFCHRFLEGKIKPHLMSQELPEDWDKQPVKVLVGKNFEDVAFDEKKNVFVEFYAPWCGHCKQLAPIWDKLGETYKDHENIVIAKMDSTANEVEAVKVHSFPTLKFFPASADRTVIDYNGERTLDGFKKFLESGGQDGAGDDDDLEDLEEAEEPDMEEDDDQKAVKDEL
iPSC survival up – enhancers of human iPSC single-cell survival; hiPSC single-cell survival, ATPlite luminescence; 100% = ROCK inhibitor wells, 0% = DMSO; actives 0.044% (n = 360,000); survival enhancement, % at 20 µM; in the data active means survival enhancement above about 18%;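 further: cells exposed to compounds for 16 hours before the ATP read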
HIF-2a inh – blocks HIF-2a reporter activity. 786-0 RCC cells HIF-2a reporter, luciferase luminescence, overnight. inhibition, % at 18.8 µM. actives 0.72% (n = 360,000). AID 624352;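 active means inhibition of the luminescence signal of 40% or more relative to plate controls, in a single-dose primary screen at 18.75 µM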
Vif imaging – blocks HIV Vif function. inhibition, % at 7.49 µM. AID 602346. actives 0.35% (n = 340,000). HEK293T cells, Vif self-association by quenched fluorescence, imaging, 24 h; in the data active means inhibition above about 50%, passing the limit was not always enough; inconclusive means no clear call, values can overlap the other calls; inactive means below about 31%; further: some results filed as inactive read as strong as hits
Peg3 prom inh – reduces Peg3 promoter-driven luciferase expression in HeLa; HeLa PEG-Prom luciferase reporter, luminescence, overnight; inhibition, % at 20 µM; actives 1.7% (n = 360,000);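 active means inhibition of at least 50% at 20 µM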
Granule exo inh – blocks lytic granule exocytosis; AID 651702; inhibition, % at 10 µM; TALL-104 LAMP-1 surface exposure, flow cytometry; cells stimulated with thapsigargin and PMA; actives 0.66% (n = 360,000);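 active means inhibition above about 55%, limit read from the data; inconclusive means no clear call, values can overlap the other calls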
Active calls of the source: *; ? = inconclusive; nt = no result given.

SMILES	CaV13 ICDI inh	NR2E3 ag-1	aDG glyco act	TRPM1 prom inh	NR2E3 ag-2	PDI turbidity	iPSC survival up	HIF-2a inh	Vif imaging	Peg3 prom inh	Granule exo inh
Cc1ccc(NC(=O)NNC(=O)COc2ccc([N+](=O)[O-])cc2)cc1C	-3	3	0.3	6	12	1	-0.3	3	1	22	-16
CCc1c(O)nc(SCC(=O)Nc2ccc3c(c2)CCC3)[nH]c1=O	-1	1	-0.1	6	7	-45	2.6	6	nt	-3	-2
COc1ccc(C(=O)Nc2nc3cc(OC)c(OC)cc3c(=O)[nH]2)cc1	-5	-3	-0.3	2	-6	-2	-1.5	19	0	18	6
O=C(OCc1ccc(Cl)cc1)c1cnccn1	-5	1	0.0	6	-13	-1	0.3	3	-7	8	0
CCOC(=O)C1CCCN(C(=O)c2ccc3[nH]c4c(c3c2)CC(C)CC4)C1 (stereo unspecified)	-21	4	0.1	9	-17	7	2.0	0	-4	9	1
CCn1nc(C(=O)Nc2cc(Cl)ccc2-n2cncn2)c2ccccc2c1=O	-2	6	0.0	-9	12	-2	-0.4	1	1	3	-4
O=C(c1cccnc1)N1CCCc2ccccc21	-8	3	0.0	-15	0	2	7.9	7	3	5	8
O=C(c1ccc(-n2cncn2)c([N+](=O)[O-])c1)N1CCN(S(=O)(=O)c2ccc(F)c(F)c2)CC1	-7	4	0.2	19	-36	-7	0.0	17	0	7	10
OC(c1ccc(F)cc1)c1nc(-c2cnc3ccccc3c2)cs1 (stereo unspecified)	-11	nt	0.3	nt	-160	-3	1.8	-227	-4	-331	-4
Cc1cc(NCC(c2ccccc2)c2ccccc2)n2ncnc2n1	0	-4	0.0	9	3	2	0.1	13	0	0	13
O=C(Nc1ccc2c(c1)OCO2)C1CC1	-2	-2	-0.3	-44	-36	-6	-0.5	-118	-19	-115	-1
C/C(=C\C1CCCCC1)C(NC(=O)c1ccc(C(F)(F)F)cc1)c1ccc(-c2ccccc2)cc1 (stereo unspecified)	-8	-1	0.0	-10	-3	4	-0.2	20	6	-7	-2
COc1ccccc1CNC(=O)COC(=O)CCN1C(=O)C2CC=CCC2C1=O (stereo unspecified)	-14	nt	-0.2	nt	-10	-6	-2.5	2	0	-10	4
CCOc1ccc(N(CCC#N)S(=O)(=O)c2ccc(OC)cc2)cc1	-10	-1	0.1	7	-13	-7	-1.0	7	5	21	0
CN(C)CCCN(C(=O)c1nc2ccccc2s1)c1nc2ccc(F)cc2s1	9	-1	-0.3	-4	1	-6	-0.3	-32	5	-12	-2
O=S(=O)(NCCC1=CCCCC1)c1ccc(Br)cc1	-5	-1	0.6	-4	-26	1	-0.3	12	0	17	0
Nn1c(SCC(=O)Nc2ccc3c(c2)CCC3)nnc1C1CC1	-6	nt	0.0	9	-12	-3	-0.9	3	40	-17	6
CCCNC(=O)Cn1c(=O)oc2cc(S(=O)(=O)N3CCCC3)ccc21	-5	1	0.0	nt	15	-13	-2.3	7	7	4	10
S=C(Nc1ccccc1)N1CCn2cccc2C1c1cccnc1 (stereo unspecified)	-6	6	-0.2	-11	-2	9	-1.6	9	6	10	-8
O=C(CCc1c[nH]c2ccccc12)NCCc1ccc(O)cc1	-16	-1	0.0	1	-12	1	-0.2	4	-3	-13	-5
Cc1[nH]nc(-c2ccc(OCc3cnn(-c4ccccc4)c3)cc2O)c1Oc1ccccc1F	nt	-2	1.5	16	13	-5	-0.7	18	1	6	?
Cn1cc(Cl)c(C(=O)Nc2nccs2)n1	-5	1	-0.1	-23	-23	-7	-0.6	-81	9	-66	-10
COc1ccccc1N1CC(C(=O)Nc2nnc(SCC(=O)N3CCCC3)s2)CC1=O (stereo unspecified)	-4	2	-0.2	11	-3	-6	1.6	7	-2	-4	11
CN(CC(=O)Nc1ccccc1Cl)C(=O)COC(=O)c1nc(Cl)ccc1Cl	-6	-3	-0.2	3	16	-12	0.0	11	-2	-5	0
O=C(CN1CCN(c2ncc(C(F)(F)F)cc2Cl)CC1)NC(=O)NCc1ccccc1	-5	2	0.3	-10	-11	-8	0.6	16	21	16	1

Full records, quoted from the list. Order of screens: CaV13 ICDI inh	NR2E3 ag-1	aDG glyco act	TRPM1 prom inh	NR2E3 ag-2	PDI turbidity	iPSC survival up	HIF-2a inh	Vif imaging	Peg3 prom inh	Granule exo inh
Shown for Nn1c(SCC(=O)Nc2ccc3c(c2)CCC3)nnc1C1CC1 = -6	nt	0.0	9	-12	-3	-0.9	3	40	-17	6
Shown for COc1ccc(C(=O)Nc2nc3cc(OC)c(OC)cc3c(=O)[nH]2)cc1 = -5	-3	-0.3	2	-6	-2	-1.5	19	0	18	6
Shown for Cn1cc(Cl)c(C(=O)Nc2nccs2)n1 = -5	1	-0.1	-23	-23	-7	-0.6	-81	9	-66	-10

(further entries)
SMILES	CaV13 ICDI inh	NR2E3 ag-1	aDG glyco act	TRPM1 prom inh	NR2E3 ag-2	PDI turbidity	iPSC survival up	HIF-2a inh	Vif imaging	Peg3 prom inh	Granule exo inh
CSCCC(NC(=O)c1ccco1)C(=O)NC1CCCCCC1 (stereo unspecified)	-6	-1	0.1	-4	-4	2	-0.4	-20	14	-34	6
O=C1C2C(C(=O)N1CCN1CCN(Cc3ccc([N+](=O)[O-])cc3)CC1)[C@H]1C=C[C@@H]2C1 (stereo partly specified)	-1	4	-0.1	11	17	5	-0.5	15	16	15	2
CNC(=O)CCSc1ccc(C)cc1	-4	4	-0.1	-7	-14	2	-3.3	-29	-9	-21	3
N=C1SCC(=O)N1c1nc(-c2ccccc2)cs1	-11	5	0.0	-53	-126	1	-1.4	-282	nt	-265	-2
CC1CCCN(CCCNS(=O)(=O)c2ccc3c(c2)CCN3C(=O)C2CC2)C1 (stereo unspecified)	-16	0	-0.2	-5	-6	5	-0.5	5	-6	-12	0
Nc1nonc1C(=O)NCCN=Cc1cc(Cc2ccccc2)cc(Br)c1O	nt	0	-0.2	2	32	9	-1.5	8	7	7	13
COc1ccccc1NC(=O)C1CCCN(S(=O)(=O)c2ccccc2)C1 (stereo unspecified)	-6	-2	0.4	2	-15	14	-0.3	1	-5	2	-1
C#Cc1ccc([C@H]2C=C(C(=O)O)O[C@@H](OCCCCO)C2)cc1	-5	5	-0.1	5	-3	1	-2.0	-13	5	-6	2
CCN1CCCC1CNC(=O)c1ccc(Sc2ccccc2Cl)c([N+](=O)[O-])c1 (stereo unspecified)	-19	2	2.1	3	-3	1	-0.5	4	-4	13	4
Cc1ccc(NC(=S)N(CCN(C)C)Cc2cc3cccc(C)c3[nH]c2=O)cc1	-4	0	-0.1	-16	-24	-18	-0.8	2	5	21	-3
CCOc1nc(NCCN2CCOCC2)nc(Nc2ccc([N+](=O)[O-])cc2)n1	-3	4	0.0	-5	-12	1	-3.3	-8	-4	4	3
CC(=O)Nc1ccc(S(=O)(=O)Nc2cccc(-c3cn4c(n3)SCC4)c2)cc1	7	5	-0.1	-3	17	6	-0.7	12	-7	9	-2
Cc1ccc(-c2c[nH]c(=S)n2-c2ccccc2)cc1	-7	4	-0.2	-3	-19	-2	3.0	-102	-1	-34	1
Cc1ccc(NC(=O)CSc2nnc(NC(=O)C3CC3)s2)cc1C	-5	16	0.1	3	-22	-3	-0.5	2	16	4	-5
O=c1c2[nH]c3ccccc3c2ncn1Cc1ccncc1	-5	1	0.0	3	21	-3	-1.2	1	3	0	10
CCOc1ccc(S(=O)(=O)N(CC(=O)NCC2CCCO2)c2ccc(F)cc2)cc1 (stereo unspecified)	-7	0	0.0	7	-15	2	-0.2	-7	20	6	-11
CC/C(C)=N/Nc1ccc(S(=O)(=O)N2CCCC2)cc1[N+](=O)[O-]	-5	-2	-0.2	0	17	4	2.4	16	3	21	0
O=C(Nc1nnc(C2CCCC2)s1)C1CCC1	nt	-2	-0.1	-38	-10	-6	4.6	-79	-7	-78	1
COc1cnn(-c2cccc(C(F)(F)F)c2)c(=O)c1Cl	-5	-5	0.1	nt	12	13	1.8	-9	-13	-7	-5
O=C1ON=C(c2ccccc2)/C1=C/c1ccccc1	3	-4	0.1	-9	-20	6	-0.6	13	5	2	2
COc1ccc(NC2=CC(c3ccccc3)N(c3ccc(OC)cc3)C2=O)cc1 (stereo unspecified)	-21	-1	-0.1	nt	3	8	-0.7	-9	-6	9	-2
Cc1cccc(C)c1NC(=O)c1cccc(C(=O)Nc2c(C)cccc2C)n1	-5	-7	0.0	-3	-11	8	-0.5	35	-1	22	-6
C=CC1=C2C=C(C3CC3)N(C3CC3)C=C2C(=O)C(C)(OC(=O)c2ccco2)C1=O (stereo unspecified)	-5	-1	0.1	5	26	1	1.1	9	nt	-3	1
COC(=O)c1ccccc1NC(=O)NCc1cccnc1	-6	2	-0.2	9	1	17	-1.1	25	18	-4	2
COCCNC(=O)CN(c1ccc(C)cc1)S(=O)(=O)c1ccccc1	nt	-1	2.4	1	-26	0	0.3	-6	-4	-12	1
Further entries follow.
SMILES	CaV13 ICDI inh	NR2E3 ag-1	aDG glyco act	TRPM1 prom inh	NR2E3 ag-2	PDI turbidity	iPSC survival up	HIF-2a inh	Vif imaging	Peg3 prom inh	Granule exo inh
COc1cc2ccc(C(=O)O)cc2cc1OC	-6	nt	0.2	nt	-32	-1	1.1	-24	-2	-3	-5
COc1cccc(C=NN(C)c2c([N+](=O)[O-])cc(C(F)(F)F)cc2[N+](=O)[O-])c1O	-5	nt	-0.2	nt	6	nt	-0.4	0	1	-23	5
c1ccc(Oc2cccc(CN3CCOCC3)c2)cc1	-4	3	0.0	-7	0	0	-1.0	-46	5	-2	-1
Cc1ccc(NC(=O)CCC(=O)N/N=C/c2cc([N+](=O)[O-])ccc2O)cc1	-18	-2	-0.1	9	-26	-1	4.3	6	0	21	2
Cc1c[n+]([O-])ccc1Oc1ccc([N+](=O)[O-])cc1	-10	5	-0.1	-10	-3	-1	4.5	7	-6	7	51
CCC(=O)Nc1ccc(C(=O)COC(=O)CCN2C(=O)C3CC=CCC3C2=O)cc1 (stereo unspecified)	-13	-6	0.1	11	-9	2	-0.1	4	0	-9	-3
Oc1ccccc1Cn1c(-c2ccccc2O)nc2ccccc21	-8	-1	-0.1	7	-2	0	-1.8	16	-4	17	8
COC(=O)C[C@H]1C[C@H]2c3cc(NS(=O)(=O)c4cccc(OC)c4)ccc3O[C@H]2[C@@H](CO)O1	-5	nt	0.2	nt	-11	-2	0.4	5	0	-11	-2
N#Cc1cccc(-n2nnnc2-c2ccc3c(c2)OCO3)c1	-2	2	-0.4	-12	-16	1	0.7	-67	3	-46	-2
CC(=O)N1CCN(C(=O)c2ccc(NS(=O)(=O)c3cc(C)ccc3C)cc2)CC1	-4	4	-0.2	-2	-15	-4	0.7	11	17	20	1
Cc1sc(NC(=O)c2cccc(N3C(=O)CCC3=O)c2)nc1-c1ccccc1	-6	-1	-0.1	-17	-10	-3	-0.5	-47	2	-36	-3
O=C1N=C(c2ccccc2)S/C1=C\c1cccs1	-6	-1	-0.1	-42	-8	4	0.8	-78	-2	-77	-4
